CCR6 antag: CCR6 receptor antagonists, primary screen, cell-based, CHO-K1, luminescence, beta-arrestin, uHTS | C-C chemokine receptor type 6 (Homo sapiens), P51684 | CHO-K1 CCR6 PathHunter beta-arrestin, CCL20-stimulated | inhibition, % at 20 µM | hit rate 0.49% among 340,000;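 active = compounds whose inhibition of the agonist-driven luminescence signal at 20 µM reaches about 50%, limit read from the data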;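 note: cells stimulated with CCL20 at 14 nM final; plate controls were DMSO with CCL20 for no effect and DMSO without agonist for full effect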
Target sequence (P51684 whole entry, looked up): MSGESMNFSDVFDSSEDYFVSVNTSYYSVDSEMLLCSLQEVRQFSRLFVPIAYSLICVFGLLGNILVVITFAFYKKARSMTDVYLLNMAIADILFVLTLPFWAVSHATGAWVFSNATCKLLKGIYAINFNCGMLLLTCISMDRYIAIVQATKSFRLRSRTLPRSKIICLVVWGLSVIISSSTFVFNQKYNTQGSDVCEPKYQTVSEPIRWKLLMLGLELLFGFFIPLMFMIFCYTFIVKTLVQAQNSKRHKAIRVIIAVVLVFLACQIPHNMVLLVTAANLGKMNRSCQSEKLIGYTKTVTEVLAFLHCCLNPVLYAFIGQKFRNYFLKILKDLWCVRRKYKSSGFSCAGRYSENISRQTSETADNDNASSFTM
EBI2 block: EBI2 receptor antagonists, beta-arrestin recruitment, primary screen, cell-based, luminescence, 7a,25-OHC stimulation, uHTS | 7a,25-OHC stimulated | inhibition, % at 5 µM | hit rate 0.81% among 360,000 | G-protein coupled receptor 183 (Homo sapiens), P32249; in the data active = inhibition above about 38%;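 note: enzyme fragment complementation signal reports receptor beta-arrestin coupling in cells; 0% = agonist plus DMSO wells and 100% = wells without agonist; some results beyond the cut were filed as inactive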
Target sequence (P32249 whole entry, looked up, the tested form may be a part): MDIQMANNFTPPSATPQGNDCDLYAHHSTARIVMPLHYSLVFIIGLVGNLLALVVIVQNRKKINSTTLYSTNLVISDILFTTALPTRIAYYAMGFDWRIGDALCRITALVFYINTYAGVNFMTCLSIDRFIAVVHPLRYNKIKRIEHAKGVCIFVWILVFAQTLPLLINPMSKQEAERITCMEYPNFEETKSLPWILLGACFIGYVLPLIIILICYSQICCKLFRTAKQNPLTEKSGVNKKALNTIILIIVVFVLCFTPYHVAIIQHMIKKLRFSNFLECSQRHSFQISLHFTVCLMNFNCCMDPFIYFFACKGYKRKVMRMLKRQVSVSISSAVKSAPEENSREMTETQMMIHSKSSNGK
Gli-Sufu block: Gli-Sufu pathway antagonists, primary screen, luciferase luminescence, Sufu-KO-LIGHT cells, uHTS. hit rate 0.74% among 340,000. Sufu-KO-LIGHT fibroblasts, Gli luciferase reporter luminescence. AID 588413, 2011. inhibition, % at 5 µM;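 active = inhibition above about 55%, limit read from the data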;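 note: 0% = DMSO-treated cells and 100% = wells with medium but no cells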
* hit, by the source's call. Only part of the results is shown (hit frequency here may not be typical).

SMILES	CCR6 antag	EBI2 block	Gli-Sufu block
COc1ccc2cc(CN(CC3COCCO3)S(=O)(=O)c3ccccc3)c(=O)[nH]c2c1 (stereo unspecified)	5	1	4
COc1ccccc1N1CCN(C(=O)c2oc3cc(C)c(C)cc3c2C)CC1	12	59*	4
Cc1ccc(NC(=O)CSCC(=O)Nc2cc(S(=O)(=O)N3CCOCC3)ccc2OC(C)C)cc1	7	3	4
CC1C(=O)NN=C1c1ccc([N+](=O)[O-])cc1 (stereo unspecified)	15	-5	-6
COc1ccc(Cl)cc1C=CC=NNS(=O)(=O)c1ccc(C)cc1	2	-17	15
CCOC(=O)C1CCCN(C(=O)Cn2ncc3c(=O)oc4ccc(C)cc4c32)C1 (stereo unspecified)	14	-4	6
Cc1ccc(NC2C(=O)NC(=O)NC2=O)cc1	8	-4	-22
Cn1c(=O)c2[nH]c(CN3CCCCC3)nc2n(C)c1=O	5	-6	-1
COC(=O)c1cc(C)sc1NC(=O)CC1Nc2ccccc2NC1=O (stereo unspecified)	11	-8	2
Cc1nn2c(CN(C(=O)c3ccco3)c3ccccc3)nnc2c2ccccc12	1	-9	-4
CCCn1c(=O)c2c(C(=O)OCC)cc(-c3ccco3)nc2n(CCC)c1=O	2	10	4
COC(=O)c1cn(C)c2ccc(S(=O)(=O)N3CCCCC3)cc2c1=O	-13	-11	-1
Cc1oc2c(C)c3oc(=O)c4c(c3cc2c1C)CCC4	3	-52	-21
Cc1cc(C)c(C)c(S(=O)(=O)N2CCC(C(=O)N3CCN(c4ccc(F)cc4)CC3)CC2)c1C	4	11	-27
O=C(c1ccc2c(c1)OCO2)N1CCCC(c2ccccc2)C1 (stereo unspecified)	21	3	-20

Given in markdown: two of the compounds above
| smiles | CCR6 antag | EBI2 block | Gli-Sufu block |
| --- | --- | --- | --- |
| COc1ccccc1N1CCN(C(=O)c2oc3cc(C)c(C)cc3c2C)CC1 | 12 | 59* | 4 |
| Cc1ccc(NC(=O)CSCC(=O)Nc2cc(S(=O)(=O)N3CCOCC3)ccc2OC(C)C)cc1 | 7 | 3 | 4 |

Structures listed so far that contain a halogen:
SMILES	CCR6 antag	EBI2 block	Gli-Sufu block
COc1ccc(Cl)cc1C=CC=NNS(=O)(=O)c1ccc(C)cc1	2	-17	15
Cc1cc(C)c(C)c(S(=O)(=O)N2CCC(C(=O)N3CCN(c4ccc(F)cc4)CC3)CC2)c1C	4	11	-27

(further entries)
SMILES	CCR6 antag	EBI2 block	Gli-Sufu block
Fc1ccc(CNc2ccc(CNc3ncn[nH]3)cc2)cc1	3	-8	-40
CS(=O)(=O)N1N=C(c2ccccc2)CC1c1ccc2c(c1)OCO2 (stereo unspecified)	-2	-5	-54
Cc1cc(Br)c2nc3c(c(C(=O)O)c2c1)CCCCC3	8	-13	-3
COc1ccc(Nc2c[nH]c(=O)[nH]c2=O)cc1	-1	4	-1
O=S(=O)(CCN1CCCC1)NCCNS(=O)(=O)c1ccc(F)cc1Br	8	-7	-4
CN(C)C(=S)NC(=S)Nc1ccc2ccccc2c1	37	12	-68
Cc1cc(C(=O)COC(=O)c2cc(O)c3ccccc3c2O)c(C)n1CC1CCCO1 (stereo unspecified)	-2	-15	7
COc1ccc(CN(C)C(=O)CNC(=O)c2sc3ccccc3c2Cl)c(OC)c1OC	19	9	-5
O=C(NC1CCOC1=O)c1ccccc1 (stereo unspecified)	-5	4	5
CCOC(=O)c1cc2c(c(-c3ccccc3)n1)[C@@H](CCO)N(S(=O)(=O)C(C)(C)C)C2	-5	8	-12
O=C1C[C@@H]2c3c(cccc3CN1Cc1ccccc1Cl)C[C@@H](O)[C@H]2O	0	-5	-8
O=S(=O)(N/N=C1/CC(c2ccccc2)Oc2ccccc21)c1ccccc1 (stereo unspecified)	10	7	-2
CC(=O)c1sc2c(c1OC(=O)c1ccc(Cl)cc1)c(=O)n(-c1ccccc1)c(=S)n2-c1ccccc1	1	3	16
CN(C)CC1CCC/C(=C\c2ccc(OC(=O)c3ccc(Cl)cc3)cc2)C1=O (stereo unspecified)	59*	10	10
CCN(CC)Cc1ccccc1Sc1ccccc1	17	-3	4
CCCC1(CC)C(=O)NC(=O)N=C1N (stereo unspecified)	4	-2	-2
CNN/C(N=Cc1ccc([N+](=O)[O-])s1)=N\S(=O)(=O)c1cc(C)c(Cl)cc1SCc1ccccc1	-3	-16	18
CC1CN(S(=O)(=O)c2cccc(C(=O)NCC(c3cccs3)N3CCOCC3)c2)CC(C)O1 (stereo unspecified)	9	11	-40
CN(CCc1ccccc1)C(=O)c1ccc(NC(=O)Cc2cccc(NC(=O)C3CCN(S(=O)(=O)c4cccc([N+](=O)[O-])c4)CC3)c2)cc1	-3	-3	-10
Cc1ccc2nc(-c3ccccc3)nn2c1	1	4	-52
Cc1cc(C)c(C)c(S(=O)(=O)Nc2ccccc2C(=O)NCCCn2ccnc2)c1C	-3	4	2
COc1ccccc1C(CNC(=O)c1ccc(NS(=O)(=O)c2ccc(C(C)=O)cc2)cc1)N1CCCC1 (stereo unspecified)	0	-8	-35
COc1ccc(NC(=O)/C(Cl)=C(/Cl)S(=O)(=O)Cc2ccccc2)cn1	25	61*	20
CCCCn1c(N)c(N(CCOC)C(=O)CC2CCCCC2)c(=O)[nH]c1=O	3	-2	-3
O=C(O)C1(O)C[C@@H](O)C(O)[C@H](O)C1 (stereo partly specified)	-2	-2	-3
Cc1[nH]nc(C(F)(F)F)c1N=NN1CCOCC1	-5	-9	11
CCN(CC)c1ccc(C=NNc2ccc([N+](=O)[O-])cn2)cc1	26	27	-111
CC(C)C[C@H]1CNC(=S)N1CC1CCCN1C[C@H](CC(C)C)N1C[C@H](Cc2ccc(O)cc2)N(CC2CCCCC2)C1=S (stereo partly specified)	9	31	-4
Oc1cccc(CCc2ccccn2)c1	9	2	-1
CC[n+]1c(C)cc2c(sc3ccccc32)c1C	-2	-4	3

Quoted at random: 6 records from the list, in no set order.
SMILES	CCR6 antag	EBI2 block	Gli-Sufu block
CC1CN(S(=O)(=O)c2cccc(C(=O)NCC(c3cccs3)N3CCOCC3)c2)CC(C)O1 (stereo unspecified)	9	11	-40
CC(C)C[C@H]1CNC(=S)N1CC1CCCN1C[C@H](CC(C)C)N1C[C@H](Cc2ccc(O)cc2)N(CC2CCCCC2)C1=S (stereo partly specified)	9	31	-4
Cc1[nH]nc(C(F)(F)F)c1N=NN1CCOCC1	-5	-9	11
CNN/C(N=Cc1ccc([N+](=O)[O-])s1)=N\S(=O)(=O)c1cc(C)c(Cl)cc1SCc1ccccc1	-3	-16	18
O=C(O)C1(O)C[C@@H](O)C(O)[C@H](O)C1 (stereo partly specified)	-2	-2	-3
COc1ccc(NC(=O)/C(Cl)=C(/Cl)S(=O)(=O)Cc2ccccc2)cn1	25	61*	20

Next results:
SMILES	CCR6 antag	EBI2 block	Gli-Sufu block
O=C(c1ccccc1)c1ccc(O)c(O)c1O	-6	-2	5
N#CC(OC(=O)c1ccccc1)c1ccccc1 (stereo unspecified)	11	0	-2
COc1ccc(C(O)(c2ccccc2)C(C(=O)O)c2ccccc2)cc1 (stereo unspecified)	13	3	-12
CC(C=Cc1ccccc1)=NNS(=O)(=O)c1ccc([N+](=O)[O-])cc1	19	0	3
O=C(O)C(c1cccs1)C1(O)CCCCC1 (stereo unspecified)	0	-2	7
O=C(O)c1cccc(Oc2ccc([N+](=O)[O-])cc2)c1	2	-3	-11
COc1ccc(Br)cc1C1NC(=O)c2c(sc3c2CCN(C)C3)N1 (stereo unspecified)	-7	1	5
CCN1/C(=C/c2ccc3ccccc3[n+]2CCCS(=O)(=O)[O-])C=Cc2cc(C)ccc21	34	-6	12
O=c1[nH]c2cc([N+](=O)[O-])ccc2c2ccccc12	1	-4	-7
COc1ccccc1-c1cc(C(F)(F)F)nc(S(=O)(=O)CCCC(=O)Nc2cccnc2Cl)n1	16	2	-1
COc1cccc2c(SCC(=O)N/N=C/c3ccc(O)c(O)c3)cc(C)nc12	13	-2	10
O=C(NC1CCCCC1)C(c1ccccc1)N(Cc1ccco1)C(=O)Cn1cnc2ccccc21 (stereo unspecified)	-3	6	-2
NC(=O)C1(Nc2ccc([N+](=O)[O-])cc2)CCCC1	5	-1	2
CC(=O)c1ccc(NS(=O)(=O)c2ccc([N+](=O)[O-])cc2)cc1	16	-9	5
CC(OC(=O)[C@@H](NC(=O)OCc1ccccc1)C(C)C)C(=O)Nc1ccc(N2CCOCC2)cc1 (stereo partly specified)	6	-22	-8
CC(C)(C)OC(=O)N1CCCC(C(=O)Nc2cccc(C(=O)NCCCc3ccccc3)c2)C1 (stereo unspecified)	4	4	0
C[C@H]1COC2=C1C(=O)C(=O)c1c2ccc2c1CCCC2(C)C	11	2	-12
Cc1ccc(S(=O)(=O)N2CCC(C(=O)Nc3ccc(S(=O)(=O)N4CCOCC4)cc3)CC2)cc1	10	8	9
Nc1ccc2ccc(O)cc2c1	6	8	2
CN(NC1CC(=O)N(c2ccccc2)C1=O)c1ccccc1 (stereo unspecified)	8	5	-28
CC(=O)Nc1cc([N+](=O)[O-])ccc1OCc1ccccc1	2	-8	18
Cc1c2c(nc3ccccc13)OCC2	-5	-1	-6
COC(=O)[C@@]12CCCCN1[C@H](c1ccc(-c3ccc(Cl)c(Cl)c3)c(OC)c1)[C@@H]1C(=O)N(C)C(=O)[C@@H]12	-1	-2	-4
C#CCOCCOCCOCCNc1nc(N2CCOCC2)nc(N2CCN(C(=O)[C@H](Cc3ccc(O)cc3)n3cc(CCO)nn3)CC2)n1	-1	-5	-4
Cc1cccn2c1nc(=S)n2C(=O)c1ccco1	3	1	-80
O=c1[nH]c(=O)c2[nH]c(=O)n(-c3ccccc3)c2[nH]1	12	-8	6
c1ccc(-c2cnc(C3CCCCC3)o2)cc1	5	14	-21
CCOC(=O)Nc1nc2ccc(Cn3cccc3)cc2[nH]1	6	-24	22
Cc1cccc(OCc2ccccc2)n1	8	4	6
N#CC(=C(O)CN1CCN(c2ccccc2F)CC1)c1nc(-c2ccccc2)cs1	7	-1	-6
CN(C)CCCNc1cc(Cl)c(S(=O)(=O)N2CCCCC2)cc1C(=O)O	-6	-8	2
c1cc2c3c(cccc3c1)-c1cnccc1-2	8	-9	14
CON1C(=O)C(=O)N(OC)C2CCCCC21 (stereo unspecified)	-3	-24	-4
c1ccc(CNn2c(N3CCOCC3)nc3ccccc32)cc1	-7	1	1
CS(=O)c1ccccc1-c1nc(-c2ccc([N+](=O)[O-])cc2)no1 (stereo unspecified)	-4	-7	-16
CC(C)CCOc1ncnc2c1sc1nc3c(cc12)CSC(C)(C)C3	-8	6	-13
Cc1ccc(S(=O)(=O)Nc2ccccc2)cc1[N+](=O)[O-]	15	8	-4
CSc1ccc(C(=O)Nc2cc(S(=O)(=O)N3CCOCC3)ccc2N2CCOCC2)cc1[N+](=O)[O-]	3	2	10
COc1ccc(-c2cc(C(F)(F)F)n3nc(C(=O)Nc4c(C)n(C)n(-c5ccccc5)c4=O)cc3n2)cc1	-3	8	12
CCOc1ccc(CCN2C(=S)N([C@@H](CC(C)C)CN3CCCC3CN3C(=S)NC[C@@H]3CC(C)C)C[C@@H]2CC(C)C)cc1 (stereo partly specified)	31	-30	12
Cc1ccc(NC(=O)c2ncn(CCCNCC(C)c3ccccc3)n2)cc1C (stereo unspecified)	-5	-5	-1
CC(CCNC(=O)c1ccccc1)(CCNC(=O)c1ccccc1)[N+](=O)[O-]	7	4	-13
CC(=O)[C@@]1(O)C(C)CC2C3C=C(C)C4=Cc5c(cnn5-c5ccccc5)C[C@]4(C)C3C(O)C[C@@]21C (stereo partly specified)	7	42	5
CCCC(=O)n1nc(-c2cccnc2)nc1NCc1ccccc1	-1	6	18
C=CCc1cc(CN2CC(C)OC(C)C2)c(O)c(OC)c1 (stereo unspecified)	6	5	5
CCN(CC)CCNC(=O)c1ccc(NC(=O)c2ccc(S(=O)(=O)N3CCCC3)cc2)cc1	0	-20	2
CCOC(=O)C1=NN(C(=O)Cc2ccccc2)C(O)(C(C)(C)C)C1 (stereo unspecified)	8	-7	7
O=C(c1ccc(Cl)cc1)c1cccc(O)c1	-13	1	-19
O=C(O)c1cc2cc(Cl)ccc2[nH]1	-10	1	-11
Cc1ccnc(NC(=O)CCC(=O)N(CC(=O)NCCc2ccccc2)Cc2ccco2)c1	9	-3	4
Cc1ccc(NC(=O)c2cc(S(=O)(=O)N3CCCCC3)ccc2N2CCOCC2)cc1S(=O)(=O)N(C)C	10	-5	-1
CCN(CC)c1ccc(/C=C2/C(=O)c3ccc(C(=O)O)cc3C2=O)cc1	77*	18	-12
O=C(CSCC(=O)NC1CC1)Nc1ccc2ccccc2c1	-3	4	-4
Cc1cccc(OC(=O)n2c(=S)oc3cc(Cl)ccc32)c1	5	-9	-4
COc1ccc(CCc2ccc3ccccc3n2)cc1	3	12	-76
Cc1ccc(NC(=O)NC2OC(=O)c3ccccc32)cc1 (stereo unspecified)	12	-3	-6
COc1ccc2oc(=O)c(C(=O)Nc3ccccc3-c3ccccc3)cc2c1	15	9	2
Cc1cccc2nnc(-c3ccccc3)n12	8	5	1
O=C(CN1CCN(C(=O)c2ccco2)CC1)Nc1c2c(nc3c1CCC3)CCCC2	-1	-7	5
CCOC(=O)Nc1cc(NC(=O)OCC)ncn1	11	-4	-2
C=C1C(=O)O[C@H]2[C@H]1[C@H](OC(=O)/C(C)=C\C)C[C@]1(CO1)[C@@H]1[C@H](OC(C)=O)C=C(C)[C@]21O	15	6	9
CN(C(=O)c1cccc(NC(=O)Cc2ccc(NC(=O)C3CCN(C(=O)C4CCCCC4)CC3)cc2)c1)C1CCCC1	6	-9	-4
COc1ccc(CCNC(=O)Cn2c(=O)n(Cc3ccco3)c(=O)c3ccc(Cl)cc32)cc1OC	1	-3	4

Bioassay records from PubChem BioAssay.
